Salmonella PhoP GFP: Inhibition of PhoP regulon, Salmonella typhi GFP reporter cells, confirmation, 4 h (AID 1850) | 0.33% of 310,000 active | Salmonella Typhi PhoP-promoter GFP reporter, fluorescence, 4 h; higher % means a stronger effect | one-dose inhibition, % at 50 µM; IC50 in µM for titrated hits; in the data active = a potency from the dose series; inconclusive = inhibition mostly from about 25% at the one dose, without a potency; inactive = the rest, 99 in 100 with inhibition below about 19%;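 note: 0% = induced wells with vehicle and 100% = uninduced wells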
influenza NS1A: H1N1 influenza NS1A inhibitors, functional cell based assay (AID 504329). NS1A functional cell-based assay, percent inhibition; higher % means a stronger effect. 0.3% of 340,000 active. one-dose inhibition, % at 12.5 µM; IC50 in µM for titrated hits; in the data active = a potency from the dose series; inconclusive = inhibition above about 27% without an active follow-up result; note: strong numbers were not always called active
M. tuberculosis: growth inhibition of non-replicating M. tuberculosis (AID 488890) | one-dose inhibition, % at 25 µM; IC50 in µM for titrated hits | 0.39% of 320,000 active | Mycobacterium tuberculosis non-replicating, growth inhibition; higher % means a stronger effect; in the data active = a potency from the dose series; inconclusive = inhibition mostly from about 82% at the one dose, without a potency; inactive = the rest, 99 in 100 with inhibition below about 76%;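 note: plate controls were DMSO cells for no effect and high antibiotic wells for full effect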
H37Rv inhibition: M. tuberculosis growth inhibition, HTS (AID 449762); M. tuberculosis H37Rv growth inhibition, 7H9 media; higher % means a stronger effect; inhibition, % at 25 µM; hits with a dose series show IC50 in µM; 0.59% of 330,000 active; in the data active = a potency from the dose series; inconclusive = inhibition above about 70% without an active follow-up result;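 note: bacterial growth assessed after seven days of incubation; strong numbers were not always called active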
VEEV TC-83 Vero: inhibitors of VEEV TC-83 cytopathic effect, confirmation, Vero cells (AID 588727); Vero cells, VEEV TC-83 cytopathic effect inhibition; higher % means a stronger effect; inhibition, % at 20 µM; hits with a dose series show IC50 in µM; 0.13% of 350,000 active; in the data active = a potency from the dose series; inconclusive = inhibition mostly from about 14% at the one dose, without a potency; inactive = the rest, 99 in 100 with inhibition below about 12%; note: strong numbers were not always called active
VEEV TC-83 Vero 10K pilot screen: further read-out of VEEV TC-83 Vero, marked with its call; inhibition, %; measured here: 10K pilot screen inhibition
* hit, by the source's call; i = inactive; ? = inconclusive; / = no result given.

SMILES	Salmonella PhoP GFP	influenza NS1A	M. tuberculosis	H37Rv inhibition	VEEV TC-83 Vero	others
C=C(C)c1cccc(C(C)(C)NC(=O)N2CCN(CC(N)=O)CC2)c1	3%	-13%	-13%	-2%	i
COc1ccc(N(C(=O)Cn2nnc(-c3ccc(F)cc3)n2)C(C)C(=O)NC2CCCC2)cc1 (centres undefined)	4%	6%	2%	-9%	i
CC(=O)c1ccc(S(=O)(=O)Oc2ccc(C(=O)O)cc2Cl)cc1	/	-22%	-4%	-8%	5.5%
CCOC(=O)C1CCN(CC(C)(C)NS(=O)(=O)c2ccc(C)cc2)CC1	-4%	2%	-5%	0%	i
Cn1ncc2c1ncn1nc(COc3ccc4ccccc4c3)nc21	-5%	-3%	-1%	-5%	1.0%
COc1ccc(C2C3=C(CC(C)(C)CC3=O)Oc3ncn(CCO)c(=N)c32)cc1OC (centres undefined)	6%	4%	1%	-7%	0.6%
Cc1ccc(NC(=O)CCC(=O)NNC(=O)/C=C/C(=O)O)c(C)c1	-5%	-12%	-11%	-12%	1.3%
Nc1ccn([C@H]2CS[C@@H](CO)O2)c(=O)n1	/	-14%	-8%	-10%	1.2%
CC(C)CN(C(=O)CCc1ccccc1)c1c(N)n(CC(C)C)c(=O)[nH]c1=O	1%	25%	-8%	-8%	0.6%
CCOc1ccc(C(=O)N2CCN(c3ccccc3)CC2)cc1OCC	-8%	6%	8%	-7%	2.2%
CNC(=O)c1nc(C)n(-c2cc(Cl)ccc2Cl)n1	-6%	2%	-10%	-1%	2.0%
NCCNc1ccc([N+](=O)[O-])c(Sc2nc3ccccc3[nH]2)c1	-2%	3%	9%	3%	0.3%
O=C(NCC(=O)N(c1cccnc1)C(C(=O)NC1CCCC1)c1ccccc1)c1ccco1 (centres undefined)	-1%	-2%	-1%	0%	0.1%
O=C1CSC(c2ccccc2F)N1 (centres undefined)	4%	-27%	-4%	2%	0.8%
Cc1nc2ccccn2c1C(=O)NC1CCCc2ccccc21 (centres undefined)	-5%	0%	6%	-2%	i
O=C(Cc1ccc(Cl)cc1Cl)Nc1ccncc1Cl	-8%	-10%	11%	-7%	i
CCc1cc(CNC(=O)CCc2nnc(CCCc3ccccc3)o2)on1	3%	-11%	11%	-7%	0.7%
CCCCN(C)C(=O)c1oc2ccc(S(=O)(=O)N3CCCCCC3)cc2c1C	-8%	-1%	46%	-8%	i	VEEV TC-83 Vero 10K pilot screen=3.3
O=C(CSc1cc(Cl)ccc1Cl)NC1CC1	/	-10%	5%	-14%	1.1%
COc1ccc(C(C)=NNc2ccc([N+](=O)[O-])cc2S(=O)(=O)Nc2ccccc2C(=O)O)c(OC)c1	/	-4%	/	-1%	6.4%
N#C/C(=C\c1ccc(-c2ccc([N+](=O)[O-])cc2Br)o1)C(=O)N1CCN(c2ccccc2)CC1	-4%	3%	36%	-9%	0.3%
COc1ccc(N=C2S/C(=C\c3ccco3)C(=O)N2CC(C)C)cc1	10%	10%	-1%	-6%	1.4%	VEEV TC-83 Vero 10K pilot screen=0.0
CCOc1ccc(C(=O)Nc2cccc(C(=O)O)c2)cc1Cl	6%	-2%	7%	5%	0.1%
O=C1[C@@H]2[C@H]3CC[C@H](C3)[C@@H]2C(=O)N1O	-11%	-21%	-17%	0%	i
CSCCC(NC(=O)COc1ccccc1)C(=O)OCc1ccc(Cl)cc1 (centres undefined)	/	0%	/	/	0.1%
C/C=N/NC(=O)c1cc(Br)ccc1O	19%	-28%	23%	2%	0.1%
CCOC(=O)N1CCC(NC(=O)c2cc(S(=O)(=O)N3CCC4(CC3)OCCO4)ccc2F)CC1	4%	3%	8%	2%	i	VEEV TC-83 Vero 10K pilot screen=0.9
COc1ccc(/C=N/NC(=O)c2cccc(O)c2)cc1Cn1nc(C)c([N+](=O)[O-])c1C	-1%	-8%	2%	3%	9.3%
CC1(NC(=O)Nc2cccc(Br)c2)CCS(=O)(=O)C1 (centres undefined)	/	-26%	-3%	-11%	1.7%
CC(C)CC(OC(=O)c1nsc(Cl)c1Cl)C(=O)NCC1CCCO1 (centres undefined)	7%	9%	1%	0%	0.4%
COc1cccc(-c2nc(CS(=O)(=O)CC(=O)NC3CCCC3)c(C)o2)c1	5%	-15%	-3%	0%	1.1%
COc1ccc(S(=O)(=O)NCCc2nnc3ccc(SCC(=O)Nc4nc(C)cs4)nn23)cc1	3%	-4%	36%	6%	1.6%
O=C(Nc1ccon1)c1sc2cc(F)ccc2c1Cl	7%	-6%	20%	7%	1.0%
O=C(NCCN1CCOCC1)c1cccc(S(=O)(=O)NCc2ccccc2)c1	-6%	-7%	-6%	-4%	1.4%
O=C(Cc1c[nH]c2ccccc12)NC1(C(=O)NC2CCCC2)CCCCC1	8%	-6%	-9%	-1%	i
CCc1nnc(NC(=O)CCN2C(=O)CCC2=O)s1	5%	4%	-14%	-7%	0.4%

The final two entries of the part before lead into the next:
SMILES	Salmonella PhoP GFP	influenza NS1A	M. tuberculosis	H37Rv inhibition	VEEV TC-83 Vero	others
O=C(Cc1c[nH]c2ccccc12)NC1(C(=O)NC2CCCC2)CCCCC1	8%	-6%	-9%	-1%	i
CCc1nnc(NC(=O)CCN2C(=O)CCC2=O)s1	5%	4%	-14%	-7%	0.4%
CCOC(=O)N1CCN(C(=O)COc2ccc(Br)cc2Cl)CC1	-10%	-6%	23%	6%	i	VEEV TC-83 Vero 10K pilot screen=0.6
CCC(C)(C)NC(=O)C(NS(=O)(=O)c1cccs1)c1ccccc1 (centres undefined)	-14%	-13%	1%	-4%	0.1%
COc1ccc(CNC(=O)CSc2nnnn2C)cc1OC	0%	0%	-2%	-5%	1.2%
CCCCn1c(N)c(N(CC)C(=O)c2ccc(N(C)S(=O)(=O)c3ccc(C)cc3)cc2)c(=O)[nH]c1=O	-4%	-4%	18%	-8%	4.4%
C/C(=N\NC(=O)Cc1ccc(O)cc1)c1cccnc1	3%	0%	16%	6%	0.2%
CCCCN(CCCNC(=O)Cn1nc(CC)n2c(cc3sc(C)cc32)c1=O)Cc1ccccc1	-2%	4%	37%	53%	i
CCOc1cc(C2C(C(=O)OC)=C(C)N=C3SCCC(=O)N32)ccc1OC(C)=O (centres undefined)	-28%	10%	-5%	-5%	0.4%
CCS(=O)(=O)c1ccc(N)cc1	10%	1%	4%	3%	0.9%
O=C(Nc1cccnc1)Nc1cccc([N+](=O)[O-])c1	-1%	-7%	7%	3%	1.6%
CC(C)CNC(=O)c1ccccc1NC(=O)c1ccc(CN2CCOCC2)cc1	-2%	10%	-2%	3%	1.2%
Cc1ccccc1NC(=S)N1CCN(c2ccccc2Cl)CC1	1%	-25%	5%	4%	0.8%
COc1ccc(S(=O)(=O)N2CCCCC2)cc1C(C)C	-3%	2%	7%	0%	i
Clc1cc(Cl)cc(Nc2ncnc(-n3cccc3)n2)c1	7%	/	23%	-2%	2.1%
O=C(Cn1nnc(-c2ccc(NC(=O)c3ccccc3F)cc2)n1)NCc1ccc(F)cc1	0%	2%	-5%	-3%	3.9%
O=C(CCCOc1ccc(Cl)cc1Cl)NC(Cc1ccccc1)C(=O)O (centres undefined)	/	0%	/	/	2.5%
O=S(=O)(Cc1ccc(Cl)cc1)c1ccccc1-c1nnc(-c2ccc(Cl)cc2)o1	1%	2%	-8%	-5%	4.0%
O=C1C=C(C2CCCCC2)C(=O)c2ccccc21	/	25%	/	/	6.1%
CCC(C)[C@H](NC(=O)[C@@H]1Cc2ccccc2CN1)C(=O)NCc1ccc(OC)cc1 (some centres undefined)	-6%	5%	22%	-6%	0.6%
COc1cccc(/C=N/NC(=O)c2nnn(-c3nonc3N)c2-c2cccs2)c1	-8%	1%	/	-6%	2.2%
Cc1c(Cl)cccc1NC(=O)COC(=O)CN1C(=O)NC(C)(C)C1=O	13%	-16%	-1%	-3%	i
CC1CC(CCC(=O)NC(=S)Nc2ccc(Cl)cn2)C(=O)O1 (centres undefined)	-8%	-4%	6%	1%	0.6%
O=C(NCCN1CCOCC1)NC1(C(F)(F)F)Oc2ccccc2O1	-9%	3%	5%	-6%	1.5%
CC(OC(=O)c1ccncc1)C(=O)Nc1ccc([N+](=O)[O-])cc1Cl (centres undefined)	-16%	-5%	0%	9%	0.5%
NC(=O)c1ccc[n+](CC(=O)c2ccc(Cl)c(Cl)c2)c1	18%	-14%	-16%	-3%	1.2%
Cc1ccc(S(=O)(=O)N2CCN(C(=O)c3ccccc3OCc3c(C)noc3C)CC2)cc1C	0%	-3%	42%	2%	6.8%
O=C(CCN1CCCCC1)c1ccc2c(c1)OCO2	-5%	-4%	?	58%	1.3%
CC(C)CNC(=S)N(CCO)Cc1cc2cc3c(cc2[nH]c1=O)OCO3	0%	-2%	-8%	-5%	3.1%
COc1ccc(N2CCN(Cc3nc4ccccc4c(=O)[nH]3)CC2)cc1	2%	-4%	15%	-2%	i
CC(C)c1ccc(S(=O)(=O)c2nnn3c2nc(N2CCCCC2)c2ccccc23)cc1	-5%	-4%	18%	0%	4.7%
CCCCC(CC)C1OCC(CN2CCCCC2)O1 (centres undefined)	7%	-2%	-7%	-1%	0.3%
COc1ccc(NC(=O)N(C)C[C@H]2Oc3ccc(NS(=O)(=O)c4ccc(OC)cc4)cc3C(=O)N([C@H](C)CO)C[C@@H]2C)cc1	/	-3%	21%	-2%	1.0%
CC(C)[C@H](NC(=O)c1c(F)cccc1F)C(=O)OCC(=O)NC(=O)NC1CCCC1	4%	-4%	16%	-3%	i
COc1ccc(CC(=O)OCC(=O)NCc2ccco2)cc1	3%	-3%	20%	0%	1.9%
Cc1nn(C(=O)CNS(=O)(=O)c2ccccc2)c(C)c1Sc1ccc(Cl)cc1	7%	-4%	20%	-2%	i
CC(C)CN(C(=O)COC(=O)C1c2ccccc2Oc2ccccc21)C1CCS(=O)(=O)C1 (centres undefined)	6%	5%	-13%	4%	10.0%
Cc1cc(C)cc(NC(=S)N2CCN(S(=O)(=O)c3ccccc3)CC2)c1	-9%	-3%	-7%	5%	8.1%
O=c1[nH]c(=O)n(Cc2ccc(F)cc2)c(O)c1C=NCc1cccnc1	-3%	0%	27%	9%	1.9%
Cc1ccc2sc(NC(=O)c3cccc(N4C(=O)CCC4=O)c3)nc2c1C	4%	0%	-6%	-8%	8.2%
C=C(C)Cn1c(SCC)nc2ccccc2c1=O	2%	-17%	10%	-1%	i
CCCN1C(=O)/C(=C/c2nc3ccccc3c(=O)[nH]2)c2cc(C)ccc21	17%	-1%	43%	1%	9.1%
CCOc1ccc(NS(=O)(=O)c2ccc(C(=O)N(C)CCc3ccc(OC)c(OC)c3)cc2)cc1	-3%	-8%	13%	-5%	5.3%
Cc1cc(C)n2nc(SC3CCCCN(C(=O)c4ccc(F)cc4)C3=O)nc2n1 (centres undefined)	2%	5%	-13%	-4%	2.7%
CC(=O)Nc1ccc(SC(C)C(=O)NC2CCCC2)cc1 (centres undefined)	10%	12%	-8%	1%	1.2%
CCOc1ccc(-c2cccc(NC(=O)COc3ccc(Cl)cc3)c2)nn1	14%	6%	?	5%	5.3%
Cc1cccc(C)c1OCC(=O)Nn1c(C)nc2ccccc2c1=O	4%	-21%	-3%	6%	5.2%
Cc1nn(Cc2ccccc2)c(C)c1NC(=O)c1cc(-c2ccc3c(c2)OCO3)on1	-1%	7%	-3%	4%	i
Cc1cccc(NC(=O)NCC(c2ccco2)N2CCCCC2)c1 (centres undefined)	-10%	-5%	6%	-4%	0.9%
CCOC(=O)c1cnn(-c2cc(Oc3cccc(C)c3)ncn2)c1N	0%	-1%	27%	4%	1.7%
Cc1oncc1C(=O)N1CCCC(CO)(Cc2ccc(F)cc2F)C1 (centres undefined)	-1%	-10%	-11%	-3%	2.5%
CC(=O)Nc1ccc(Oc2cnc3ccccc3n2)cc1	12%	6%	-13%	-2%	i
CCOC(=O)C1CCCN(C(=O)CSc2ccc(Br)cc2)C1 (centres undefined)	-1%	0%	-14%	?	1.9%

Quoted from the results shown (two entries):
SMILES	Salmonella PhoP GFP	influenza NS1A	M. tuberculosis	H37Rv inhibition	VEEV TC-83 Vero	others
CCOc1ccc(NS(=O)(=O)c2ccc(C(=O)N(C)CCc3ccc(OC)c(OC)c3)cc2)cc1	-3%	-8%	13%	-5%	5.3%
Cc1cc(C)n2nc(SC3CCCCN(C(=O)c4ccc(F)cc4)C3=O)nc2n1 (centres undefined)	2%	5%	-13%	-4%	2.7%

Retrieved one by one from the list above:
SMILES	Salmonella PhoP GFP	influenza NS1A	M. tuberculosis	H37Rv inhibition	VEEV TC-83 Vero	others
CCOC(=O)C1CCCN(C(=O)CSc2ccc(Br)cc2)C1 (centres undefined)	-1%	0%	-14%	?	1.9%
CC(=O)Nc1ccc(SC(C)C(=O)NC2CCCC2)cc1 (centres undefined)	10%	12%	-8%	1%	1.2%

No enrichment for hits; any-hit rate near 1.5%.
